Screens: PubChem, National Center for Advancing Translational Sciences (NCATS)
RGS4 inhibitor: inhibitors of human regulator of G protein signaling 4. P49798. Transcreener GDP fluorescence polarization, RGS4-accelerated GTP hydrolysis. Potency, µM (doses to about 114 µM), without a hit: at the top dose activity change, negative = inhibition, actives largely listed as inhibitors. hit rate 0.039% among 390,000. AID 504845; note: potency is the fitted concentration of half-maximal effect; % is set by controls: 0 for no effect and ±100 for the full control effect; nearly all actives have a fitted effect of over 75% in size; some results filed as inactive show a strong effect at the top dose
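MLSMR compounds (23 nl, pin-transferred) preincubated 10 min at room temperature with a 500nM (2x) first reagent, then RGS4 at 900nM (2x) plus Transcreener GDP mix added; fluorescence polarization (620/688 nm) read before and after 90 min at 30 °C.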
APE1 inh: APE1 (human) endonuclease inhibition; P27695; Potency, µM (top dose mostly 65.8 µM), without a hit: top-dose activity change, negative = inhibition, most hits filed as inhibitors; recombinant APE1, TAMRA/BHQ-2 abasic DNA cleavage fluorescence; hit rate 0.35% among 350,000;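 note: potency is the fitted concentration of half-maximal effect; plate controls were vehicle for no effect and reference inhibitor for full effect; nearly all actives have a fitted effect of over 55% in size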
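Substrate: short duplex with […] THF abasic site, 5'-TAMRA and 3'-BHQ-2, 50 nM final. APE1 at 0.75 nM, preincubated 15 min RT with compound. Fluorescence increase from first to third read measured activity.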
POLK inh: blocks human DNA polymerase kappa activity | purified Pol kappa, fluorescent DNA synthesis assay, 10 min | Potency, µM (series often up to 107 µM), for inactives: top-dose activity, negative = inhibition, most hits filed as inhibitors | AID 588579 | Q9UBT6 | hit rate 0.53% among 400,000; note: potency is the fitted concentration of half-maximal effect; % is set by controls: 0 for no effect and ±100 for the full control effect
Target sequence (Q9UBT6 whole entry, looked up): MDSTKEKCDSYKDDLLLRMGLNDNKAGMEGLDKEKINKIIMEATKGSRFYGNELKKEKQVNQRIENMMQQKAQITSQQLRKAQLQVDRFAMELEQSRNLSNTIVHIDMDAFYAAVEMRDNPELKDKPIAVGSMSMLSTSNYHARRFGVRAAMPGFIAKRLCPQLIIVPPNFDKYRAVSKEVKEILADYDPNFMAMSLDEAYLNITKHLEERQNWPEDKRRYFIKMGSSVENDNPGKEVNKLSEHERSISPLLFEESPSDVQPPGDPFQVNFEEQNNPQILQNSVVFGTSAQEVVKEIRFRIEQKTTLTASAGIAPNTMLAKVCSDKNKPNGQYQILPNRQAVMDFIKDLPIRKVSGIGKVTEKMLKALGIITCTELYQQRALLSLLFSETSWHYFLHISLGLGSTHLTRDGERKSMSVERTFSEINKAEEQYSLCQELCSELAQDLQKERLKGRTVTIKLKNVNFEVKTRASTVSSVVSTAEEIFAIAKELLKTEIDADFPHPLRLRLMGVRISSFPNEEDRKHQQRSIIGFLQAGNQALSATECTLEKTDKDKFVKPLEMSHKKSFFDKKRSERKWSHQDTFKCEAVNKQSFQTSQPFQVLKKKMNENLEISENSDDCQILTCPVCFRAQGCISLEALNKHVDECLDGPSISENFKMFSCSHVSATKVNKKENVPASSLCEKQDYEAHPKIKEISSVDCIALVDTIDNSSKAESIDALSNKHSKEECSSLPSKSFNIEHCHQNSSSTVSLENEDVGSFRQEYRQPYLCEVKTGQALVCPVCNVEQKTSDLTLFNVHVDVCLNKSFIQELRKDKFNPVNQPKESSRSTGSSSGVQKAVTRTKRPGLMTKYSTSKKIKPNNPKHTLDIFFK
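Kinetic fluorescence readout at 0 and 10 min followed reaction start with substrate at 50 nM final. Beforehand, enzyme (10 nM Pol kappa) stood 15 min with compound at room temperature; buffer-only wells were negative controls.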
Pol beta inh: inhibitors of human DNA polymerase beta; hit rate 1.3% among 340,000; Pol beta primer extension/strand displacement, fluorescence kinetic; Potency, µM (top dose mostly 114 µM), for inactives: at the highest dose activity change, negative = inhibition, usual class: inhibitors; P06746; AID 485314; note: potency is the fitted concentration of half-maximal effect; % is set by controls: 0 for no effect and ±100 for the full control effect
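Reaction started by 50 nM substrate onto compound-treated Pol beta (10 nM, 15 min preincubation, room temperature); plates read at 0 min and 10 min. Normalized concentration-effect data fitted by four-parameter Hill equation.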
Anesthetic bind: candidate novel general anesthetic via apoferritin binding; hit rate 0.074% among 350,000; P02791; apoferritin/1-aminoanthracene competitive binding, fluorescence; Potency, µM (doses to about 77.5 µM), for the others: at the top dose activity change, negative = displacement, most hits filed as inhibitors; note: potency is the fitted concentration of half-maximal effect; % is set by controls: 0 for no effect and ±100 for the full control effect; nearly all actives have a fitted effect of over 20% in size
Target sequence (P02791 2-175 limits assumed): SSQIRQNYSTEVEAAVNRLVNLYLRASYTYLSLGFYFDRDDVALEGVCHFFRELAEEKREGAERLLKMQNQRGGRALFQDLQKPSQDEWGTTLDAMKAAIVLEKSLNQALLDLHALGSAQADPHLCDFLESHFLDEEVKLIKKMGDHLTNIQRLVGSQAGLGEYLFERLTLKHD
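Read-out: endpoint 1-AMA fluorescence, excitation 380 nm and emission 535 nm, after compounds sit 10 min at room temperature with 10 uM horse-spleen apoferritin in 50% saturated 1-AMA/PBS. Values come from four-parameter Hill fits.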
LDHA inh: inhibitors of human lactate dehydrogenase A; P00338; purified LDHA, NADH/diaphorase-resazurin fluorescence; stronger effect = lower value; activity change, % (values are at about 110 or 230 µM); hit rate 0.15% among 480,000; in the data active = activity change below about -30%; inconclusive = mostly about -25% to -30%;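 note: plate controls were DMSO wells for no effect and wells without enzyme for full effect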
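LDH5 2 nM; NADH 0.06 mM, pyruvate 0.2 mM; 200 mM Tris pH 7.4, EDTA, Tween-20; 5 min RT. Detection: diaphorase 0.133 mg/mL + resazurin 37 µM, fluorescence ex540/em590 at 0 and 20 min; normalized to enzyme-free and DMSO wells.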
Pol eta inh: inhibitors of human DNA polymerase eta | AID 588591 | Potency, µM (titrated, usually from 114 µM), inactives show at the highest dose activity change, negative = inhibition, hits mostly inhibitors | recombinant Pol eta, fluorescent DNA replication assay | Q9Y253 | hit rate 1.2% among 390,000; note: potency is the fitted concentration of half-maximal effect; % is set by controls: 0 for no effect and ±100 for the full control effect
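Pol eta (10 nM) was preincubated with compounds for 15 min at room temperature, after which fluorescent replication substrate (50 nM final) was added to start the reaction. Fluorescence was read kinetically at 0 and 10 min.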
ALOX12 inh: ALOX12 (human) lipoxygenase inhibition; Potency, µM (doses to about 108 µM), inactives show at the top dose activity change, negative = inhibition, most hits filed as inhibitors; purified 12hLO, xylenol orange hydroperoxide absorbance; AID 1671190; hit rate 1.1% among 580,000; note: potency is the fitted concentration of half-maximal effect; % is set by controls: 0 for no effect and ±100 for the full control effect
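Purified human 12hLO (150 nM final) in 25 mM Hepes, 0.01% Triton X-100, pH 7.0 was preincubated 15 min at room temperature with compound. Then 40 uM arachidonic acid was added, 30 min. Hydroperoxide was read by Fe-XO absorbance ratio 573/405 nm.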
ERG Ets-DNA blk: blocks human ERG Ets domain binding to DNA; P11308; fluorescence polarization, His-ERG Ets domain / labelled DNA; Potency, µM (doses to about 76.9 µM), for inactives: top-dose FP activity, negative = inhibition, most hits filed as inhibitors; hit rate 0.028% among 370,000; active = well fitted inhibition curve with a large enough effect in the polarisation, with a control signal flat; inconclusive = small, poorly fitted or top-dose-only effect, or effect the other way, or a change in a side signal; inactive = no such curve, though single readings can be large or run the other way; the % refers to the polarisation;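 note: polarization taken with two DNA probes labelled with fluorescein and Texas red; potency is the fitted concentration of half-maximal effect; % of control where 0% means no effect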
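His-tagged ERG Ets domain (1 uM in the protein solution; 300mM KCl, 50mM Tris-HCl, 1mM EDTA, 1mM DTT, pH 7.5) received compound, then a probe mix of 5 nM fluorescein-DNA and 100nM Texas-615-DNA. Fluorescence polarization was read for both dyes.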
An asterisk follows results filed as active; u = inconclusive; x = not tested or not shown; & = joins results of further samples; [ ] = remark or other dose. Unless noted, calls come from the whole dose curve; as a rule, active = well fitted curve in the direction sought with a large enough effect; inconclusive = small, poorly fitted or top-dose-only effect, or another doubt; inactive = no such curve, though single readings can be large; an effect the other way counts as inactive or inconclusive. Not all compounds are listed (hit frequency here may not be typical).

entry | Structure | RGS4 inhibitor | APE1 inh | POLK inh | Pol beta inh | Anesthetic bind | LDHA inh | Pol eta inh | ALOX12 inh | ERG Ets-DNA blk
1 | COc1ccccc1OCCCOc1ccc([N+](=O)[O-])cc1Cl | 8% | 1% | -5% | 0% | u | 5 | -24% | 28% | -8%
2 | Cn1nc(C(=O)Nc2nc3ccccc3[nH]2)ccc1=O | 3% | -6% | -4% | 19% | -2% | 4 | -6% | -14% | 5%
3 | COc1ccc(C(=S)N(C)C)cc1OC | -46% | -2% | -8% | 0% | -16% | -7 | 2% | -22% | 0%
4 | CCOC(=O)N1CCN(CC(=O)Nc2ccc(F)c(F)c2)CC1 | 3% | 18% | -6% | 5% | -3% | -3 | 4% | 0% | 4%
5 | O=C1CCCc2cc(S(=O)(=O)NCC3CCC(C(=O)NCc4ccc(F)cc4)CC3)ccc2N1 (centres undefined) | 14% | x | -11% | -4% | -8% | -8 | -4% | -15% | -8%
6 | O=C(COc1ccccc1)n1nc(-c2ccc(Cl)cc2)nc1NCc1ccco1 | -12% | 3% | -5% | 0% | -1% | 0 | -10% | -13% | -1%
7 | O=C(NCCOc1ccccc1)c1cc2ccccc2o1 | -18% | -4% | 3% | 12% | u | 1 | -16% | 0% | 4%
8 | C/C(=N\Nc1cccc2cccnc12)c1ccc(C)cc1 | -36% | 2% | -9% | 41% | -23% | 4 | -15% | u | -3%
9 | CC(C)(C)CC(=O)Nc1nnc(SCC(=O)N2CCCCC2)s1 | -7% | 37% | 10% | 40% | -2% | 2 | -19% | 2% | -1%
10 | CC1CCCC(C)N1C(=O)Cn1cc(/C=C2/C(=O)Nc3ccccc32)c2ccccc21 (centres undefined) | 1% | -8% | -9% | u | u | -7 | -5% | x | -3%
11 | C=CCSc1nc(C)c(CC(=O)OCC(C)C)c(=O)[nH]1 | -7% | -3% | 3% | 6% | 8% | 0 | -12% | 274%[activator] | -8%
12 | Cc1cccc(NS(=O)(=O)c2ccc(C(=O)N3CCC3)cc2)c1C | -8% | 13% | 6% | x | x | -3 | -21% | -3% | 10%
13 | COc1ccccc1OCC(=O)Nc1ccc(S(=O)(=O)N2CCCCCC2)cc1 | -13% | -3% | -5% | -12% | 30% | 4 | -8% | -9% | x
14 | COc1cc2ccccc2cc1C(=O)Nc1ccc(O)cc1 | 12% | -8% | -6% | 22µM* | -4% | 8 | -3% | u | 12%
15 | Cc1ccc(NC(=O)C2CC(=O)N(c3ccc(OC(C)C)cc3)C2)cc1 (centres undefined) | -3% | x | -6% | -19% | -3% | -17 | 3% | -19% | -1%
16 | O=C(O)CCCNC(=O)/C(=C\c1ccc(Cl)cc1)NC(=O)c1ccccc1Br | 12% | 14% | 7% | 50% | -3% | -6 | -11% | -5% | 11%
17 | CCCc1cc(=O)oc2cc(OCC(=O)NCc3ccccn3)ccc12 | 13% | 50%[activator] | 0% | -20% | 4% | -9&8 | -18% | -3%&-7% | -2%
18 | Cc1ccc(COC(=O)c2cc(S(=O)(=O)N3CCOCC3)ccc2C)cc1 | -7% | -18% | -9% | x | x | -1 | -15% | 1% | 3%
19 | Cc1cccc(C(=O)NCc2ccc(S(N)(=O)=O)cc2)c1[N+](=O)[O-] | -42% | 4% | -2% | -3% | 0% | -13 | -3% | -8% | -5%
20 | COc1ccc(/C=C/C(=O)Nc2cc(C)on2)cc1 | u | 3% | -14% | 3% | 36%[activator] | -8 | -3% | -19% | -12%

The closing two records of the part before are carried over, then new ones follow:
entry | Structure | RGS4 inhibitor | APE1 inh | POLK inh | Pol beta inh | Anesthetic bind | LDHA inh | Pol eta inh | ALOX12 inh | ERG Ets-DNA blk
19 | Cc1cccc(C(=O)NCc2ccc(S(N)(=O)=O)cc2)c1[N+](=O)[O-] | -42% | 4% | -2% | -3% | 0% | -13 | -3% | -8% | -5%
20 | COc1ccc(/C=C/C(=O)Nc2cc(C)on2)cc1 | u | 3% | -14% | 3% | 36%[activator] | -8 | -3% | -19% | -12%
21 | O=C(NCCc1ccc(F)cc1)c1cccc(NC(=O)c2ccccc2)c1 | 19% | 14% | -1% | 0% | u | -8 | -3% | 0% | 3%
22 | COc1ccc(S(=O)(=O)NCCc2csc(C)n2)cc1C | 5% | -4% | 5% | 24% | -18% | -4 | -2% | 0% | 11%
23 | CCCN1C(=O)c2ccccc2NC1c1ccc(OC)c(CSc2ccccn2)c1 (centres undefined) | -2% | 3% | -16% | 9% | 127%[activator] | 2 | -12% | 11% | 2%
24 | Cc1c(C(=O)N2CCN(c3ccccc3)CC2)oc2c(Cl)cccc12 | 0% | -11% | 1% | x | x | 1 | -19% | 217%[activator] | -4%
25 | Cn1ncc(N=Cc2ccc([N+](=O)[O-])cc2)c1C(=O)N1CCOCC1 | -3% | 3% | -4% | 17% | -15% | 5 | 9% | 22% | x
26 | O=C(NCCc1ccccc1)C1CCCN(S(=O)(=O)c2cccnc2)C1 (centres undefined) | -36% | 0% | 4% | 9% | -10% | -3 | -12% | 0% | -5%
27 | Cc1cccc(OCC(=O)OCC(=O)c2c(N)n(C)c(=O)n(C)c2=O)c1 | 9% | 16% | -14% | 26% | u | -8 | -1% | 113%[activator] | 5%
28 | CCCCN(C(=O)CSCC(=O)Nc1ccc(C)cc1)c1c(N)n(CC(C)C)c(=O)[nH]c1=O | 43% | -1% | -8% | x | x | -13 | -16% | -42% | 14%
29 | O=C(Nc1cccc(C(F)(F)F)c1)C1CCCO1 (centres undefined) | 15%[11.4 µM] | 2% | -2% | 0% | -18% | -1 | -6% | -7% | -1%
30 | NC(=O)C1CCN(C(=O)c2cc3c(s2)CCCC3)CC1 | 7% | -6% | -19% | x | x | -7 | 6% | 1% | 2%
31 | COc1cccc(OC(=O)CSc2nnc(-c3ccc4c(c3)OCO4)o2)c1 | 7% | x | -18% | -21% | -7% | 0 | -16% | u | -11%
32 | CN1CCN(S(=O)(=O)c2cccc(C(=O)N(C)Cc3cccs3)c2)CC1 | -11% | 2% | -6% | x | x | -3 | -18% | 9% | 1%
33 | COCC(=O)N(C)C[C@H]1N[C@@](Cc2ccccc2)(C(=O)OC)[C@H]2C(=O)N(Cc3ccccc3)C(=O)[C@@H]12 | u | 6% | 7% | x | x | 2 | -2% | u | 4%
34 | COc1ccccc1CNC1CCN(Cc2ccccc2)CC1 | 22% | -12% | -12% | u | -4% | -3 | 6% | u | -1%
35 | CSc1ccc(S(=O)(=O)NCC(=O)OCC(=O)NC2(C#N)CCCCC2)cc1[N+](=O)[O-] | -4% | 11% | 5% | x | x | -2 | -13% | -26% | 19%
36 | Cc1ccccc1C(=O)Nc1ccc(N2CCCC2)cc1 | -5% | 3% | -12% | 16% | -23% | 4 | -4% | u | 13%
37 | NC(=O)c1ccccc1N/C=C1\CCCCC1=O | -8% | 1% | 3% | 7% | -17% | -2 | -14% | u | 0%
38 | O=C(OCc1nc2ccccc2s1)c1cnccn1 | -33% | 1% | -1% | 2% | -20% | -5 | 2% | 3% | 3%
39 | CC(C)Cc1nc2oc3c(NCC(C)O)ncnc3c2c2c1CCCC2 (centres undefined) | 19% | 0% | -11% | 1% | -9% | 2 | 11% | -1% | 8%
40 | CC1=C(CCN2CCN(C(C)C)C(CCO)C2)C(C)(C)CCC1 (centres undefined) | -8% | 1% | 8% | 5% | -12% | -4 | -14% | -8% | -1%
41 | CCS(=O)CCSC(=N)N (centres undefined) | -2% | 3% | -6% | 4% | -3% | -1 | 0% | 444%[activator] | 16%
42 | COc1ccc(-n2c(N)c(C(=O)NCc3ccco3)c3nc4ccccc4nc32)cc1OC | -16% | 16% | 3% | u | -15% | -1 | -10% | -4% | -1%
43 | CCCOc1ccccc1C(=O)Nc1nc2c(s1)CCCC2 | -15% | x | 4% | -13% | -13% | 1 | -9% | u | 0%
44 | Cc1cc(C)c(NC(=O)CSc2nnc(CN3CCOCC3)n2C)c(C)c1 | -22% | 68%[activator] | u | 1% | 0% | -1 | -13% | -18% | -9%
45 | O=C(CCc1nnc(CCCCc2ccccc2)o1)NCCCc1cccnc1 | -15% | 2% | 3% | 30% | u | -6 | -23% | 1% | 0%
46 | CCOC(=O)CNC(=O)C1(/C=C/c2ccccc2)CC(=O)N1c1ccc(C)cc1 (centres undefined) | 2% | 8% | -8%[60.1 µM] | 18% | -8% | -4 | -11% | -26% | 4%
47 | CCCn1c(CN2CCN(C(=O)OCC)CC2)nc2cc([N+](=O)[O-])ccc21 | u | 31% | -2% | -15% | -6% | -6 | -19% | -19% | 1%
48 | CCc1ccc(Nc2n[n+](-c3ccccc3)c(-c3ccc(OC)c(Br)c3)s2)cc1 | -37% | 8% | 11% | 32% | -17% | -3 | -10% | u | 3%
49 | COc1ccc(S(=O)(=O)NCC(c2ccco2)S(=O)(=O)c2ccc(C)cc2)cc1C (centres undefined) | -13% | x | -1%[60.1 µM] | 2% | -2% | -1 | -23% | 4% | -1%
50 | CCc1ccccc1NC(=O)CN(C)Cc1nc(N)nc(Nc2ccccc2C)n1 | 2% | -6% | -14% | 13% | -9% | -8 | -8% | 63%[activator] | -7%
51 | Nc1ccn(Cc2cccc(Cl)c2)n1 | -6% | -5% | 0% | -1% | -12% | -2 | -7% | -2% | -13%
52 | COc1ccc(OC)c(Nc2nc(-c3sc(C)nc3C)cs2)c1 | -45% | -4% | -8% | -20% | -10% | 7 | -19% | 1% | u
